From PubChem
USP1-UAF1 inh = USP1/UAF1 (human) deubiquitinase inhibition; AID 743255; actives 0.23% (n = 390,000); recombinant USP1/UAF1, Ub-Rhodamine cleavage fluorescence; Potency, µM (titrated, usually from 57.1 µM), for inactives: top-dose activity change, negative = inhibition, actives largely listed as inhibitors; note: potency is the fitted concentration of half-maximal effect; % is set by controls: 0 for no effect and ±100 for the full control effect; nearly all actives have a fitted effect of over 60% in size; inactives centre near -12
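In this screen, compounds sit with the deubiquitinase complex (1nM) for 15 min at room temperature before Ub-Rho is added at 150nM final. Fluorescence rise is then followed for 6 reads every 60 seconds.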
PI4K2A inh = inhibitors of human PI4K2A; actives 0.13% (n = 420,000); AID 1346378; purified PI4K2A, ADP-Glo luminescence, 1 h; hits give low values; activity change, negative = inhibition, % at 76.9 µM; in the data active = activity change below about -50%; inconclusive = mostly about -30% to -49%;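 note: -100% = wells without enzyme as full effect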
Target sequence (Q9BTU6 whole entry, looked up): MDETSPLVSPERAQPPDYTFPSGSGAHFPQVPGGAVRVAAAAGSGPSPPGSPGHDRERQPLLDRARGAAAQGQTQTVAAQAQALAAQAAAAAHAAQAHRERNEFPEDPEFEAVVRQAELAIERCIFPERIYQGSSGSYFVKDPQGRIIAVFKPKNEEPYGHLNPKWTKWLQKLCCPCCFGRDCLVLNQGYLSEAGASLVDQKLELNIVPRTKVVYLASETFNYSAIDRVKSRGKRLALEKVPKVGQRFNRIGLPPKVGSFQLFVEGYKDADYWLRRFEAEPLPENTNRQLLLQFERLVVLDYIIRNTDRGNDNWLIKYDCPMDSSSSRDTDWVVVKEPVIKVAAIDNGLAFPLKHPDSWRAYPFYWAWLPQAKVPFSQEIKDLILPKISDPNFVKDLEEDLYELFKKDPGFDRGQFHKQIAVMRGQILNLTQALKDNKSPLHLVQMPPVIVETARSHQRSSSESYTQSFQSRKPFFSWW
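PI4K2A activity was measured by ADP-Glo luminescence: enzyme (4 ug/mL stock) and phosphatidylinositol (1.2 mM stock) in Tris pH 7.5/MgCl2/EGTA/Triton X-100 buffer were reacted with ATP (300 microM stock) for one hour at ambient temperature.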
mIDH1 inhibitor = human IDH1 R132H inhibition | Potency, µM (doses to about 76.6 µM), for inactives: top-dose activity change, negative = inhibition, hits mostly inhibitors | AID 602179 | IDH1-R132H enzyme, NADPH consumption, diaphorase/resazurin fluorescence | O75874 | actives 0.093% (n = 390,000); note: potency is the fitted concentration of half-maximal effect; % is set by controls: 0 for no effect and ±100 for the full control effect; nearly all actives have a fitted effect of over 65% in size
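IDH1-R132H (0.5 ug/mL dispensed) in pH 7.5 Tris buffer was preincubated 30 min with compound, then given a substrate mix of 0.016 mM NADPH and 2 mM alpha-KG for 80 min at room temperature; remaining NADPH was read by diaphorase/resazurin fluorescence.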
RXFP1 ag = RXFP1 (human) receptor agonism; Q9HBX9; HEK293T-RXFP1 cAMP TR-FRET, 30 min; response scale: percent of porcine relaxin response, buffer zero; Potency, µM (highest dose often 57.5 µM), without a hit: at the highest dose activation, actives largely listed as activators; actives 0.3% (n = 370,000); AID 2676; note: potency is the fitted concentration of half-maximal effect; % is set by controls: 0 for no effect and ±100 for the full control effect; nearly all actives have a fitted effect of over 60% in size; many of its hits are not listed in these tables
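HEK293 cells stably expressing RXFP1, treated 30 min at 37C with compounds plus PDE4 inhibitor Ro 20174; cAMP measured by HTRF TR-FRET. Normalized to buffer and 29 nM porcine relaxin; EC50 by Hill fit.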
LDHA inh = LDHA (human) enzyme inhibition. P00338. purified LDHA, NADH/diaphorase-resazurin fluorescence; hits give low values. activity change, % (values are at about 110 or 230 µM). actives 0.15% (n = 480,000). AID 1347041; in the data active = activity change below about -30%; inconclusive = mostly about -25% to -30%;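 note: plate controls were DMSO wells for no effect and wells without enzyme for full effect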
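Human LDH5 (2 nM) was incubated with 0.06 mM NADH and 0.2 mM pyruvate for 5 min at room temperature in Tris pH 7.4. Remaining NADH was coupled through diaphorase/resazurin, and resorufin fluorescence was read at 0 and 20 min.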
Glioma ERSR ind = induces the endoplasmic reticulum stress response in human glioma cells. Potency, µM, without a hit: at the top dose activation, usual class: activators. actives 0.02% (n = 420,000). AID 602332. U87-MG GRP78 promoter luciferase reporter, 16 h; note: potency is the fitted concentration of half-maximal effect; series mostly up to about 76 µM; % of control where 0% means no effect; nearly all actives have a fitted effect of over 35% in size
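Stably transfected U87-MG glioma cells carrying a GRP78-based luciferase sensor; 16 h compound incubation. Luminescence end-point read 10 min after Bright-Glo addition at room temperature.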
TrxR1 substrate = substrates of rat thioredoxin reductase 1; O89049; purified TrxR1 substrate turnover, NADPH consumption readout; Potency, µM (series often up to 114 µM), for the others: at the top dose activity change, negative = substrate turnover; actives 0.01% (n = 390,000); AID 588456; note: potency is the fitted concentration of half-maximal effect; % is set by controls: 0 for no effect and ±100 for the full control effect; nearly all actives have a fitted effect of over 50% in size
Target sequence (O89049 whole entry, looked up): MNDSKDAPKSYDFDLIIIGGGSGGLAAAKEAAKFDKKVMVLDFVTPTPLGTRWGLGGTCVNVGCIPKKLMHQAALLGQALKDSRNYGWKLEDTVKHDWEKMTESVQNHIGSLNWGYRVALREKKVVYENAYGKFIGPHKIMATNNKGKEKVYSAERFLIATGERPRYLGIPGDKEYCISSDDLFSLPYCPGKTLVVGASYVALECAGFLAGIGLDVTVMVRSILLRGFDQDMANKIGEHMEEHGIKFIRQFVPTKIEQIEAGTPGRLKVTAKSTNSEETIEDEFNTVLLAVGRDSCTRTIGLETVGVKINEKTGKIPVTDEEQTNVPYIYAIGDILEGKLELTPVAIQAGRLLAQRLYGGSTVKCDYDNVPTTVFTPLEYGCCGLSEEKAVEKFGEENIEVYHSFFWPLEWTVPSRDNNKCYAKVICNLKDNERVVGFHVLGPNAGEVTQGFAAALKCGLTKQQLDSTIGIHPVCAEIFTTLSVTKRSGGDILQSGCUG
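Rat TrxR1, dispensed at 90 nM, was prereduced with 400 uM NADPH (final) for 5 min at ~22 deg C, then incubated with compound 15 min before 400 uM selenite. A first-read NADPH fluorescence drop versus no-compound background flagged substrates.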
Vif-APOBEC3G blk = Vif-A3G binding inhibition | actives 0.076% (n = 410,000) | HeLa A3G-eYFP + Vif (tagged APOBEC3G with the HIV-1 protein that degrades it), YFP fluorescence, overnight | AID 602310 | Potency, µM (titrated, usually from 46.1 µM), for the others: at the top dose activity, negative = active, hits mostly inhibitors;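 note: potency is the fitted concentration of half-maximal effect; % is set by controls: 0 for no effect and ±100 for the full control effect; nearly all actives have a fitted effect of over 60% in size; hits raise eYFP signal because A3G escapes Vif-driven loss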
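Read-out is eYFP fluorescence (Ex 488/Em 500-530) from Vif-expressing HeLa A3G-eYFP cells; more signal means A3G escaped Vif-mediated degradation. Cells plated overnight, compound pinned in, incubated overnight at 37 deg C.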
Vif-APOBEC3F blk = Vif-A3F binding inhibition. HeLa A3F-eYFP + Vif (tagged APOBEC3F with the HIV-1 protein that degrades it), YFP fluorescence increase. Potency, µM (titrated, usually from 46.1 µM), without a hit: at the top dose activity, negative = active. actives 0.2% (n = 390,000); note: potency is the fitted concentration of half-maximal effect; % of control where 0% means no effect; nearly all actives have a fitted effect of over 65% in size
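HeLa cells stably expressing Vif plus C-terminally eYFP-tagged A3F were seeded, incubated overnight at 37 deg C, dosed with compound, incubated overnight again at 37 deg C. Yellow fluorescence (Ex 488/Em 500-530) reported blocked Vif-mediated A3F-eYFP degradation.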
An asterisk follows results filed as active; ? = inconclusive; . = not tested or not shown; & = joins results of further samples; [ ] = another dose, or the depositor's remark. Unless noted, calls come from the whole dose curve; as a rule, active = well fitted curve in the direction sought with a large enough effect; inconclusive = small, poorly fitted or top-dose-only effect, or another doubt; inactive = no such curve, though single readings can be large; an effect the other way counts as inactive or inconclusive. Some of the compounds tested; count on the stated rates, not on these rows.

SMILES	USP1-UAF1 inh	PI4K2A inh	mIDH1 inhibitor	RXFP1 ag	LDHA inh	Glioma ERSR ind	TrxR1 substrate	Vif-APOBEC3G blk	Vif-APOBEC3F blk
O=C(NCc1ccccc1OC(F)(F)F)C1CCC(=O)N(Cc2cccc(F)c2)C1 (configuration not stated)	-10%	1	3%	-0.5%	-4	-3%	-8%	1%	-4%
CCN1C(=O)N(C(C)=O)C2C1N(C(C)=O)C(=O)N2C(C)=O (configuration not stated)	-24%	-2	-10%	0.9%	-10	-7%	4%[57.1 µM]	-5%	-27%
O=S(=O)(c1ccccc1)N1CCN(C(=S)NCCCN2CCOCC2)CC1	10%	0	-10%	3.1%	0	-4%	1%[57.1 µM]	0%	-18%
CCCN(C(=O)CSc1ncnc2sccc12)c1c(N)n(Cc2ccccc2)c(=O)[nH]c1=O	-25%	-5	-10%	2.9%	-1	0%	5%	-24%	-6%
Cc1ccc(CNC(=O)CN2CCC(C(N)=O)CC2)cc1	-2%	-3	8%	1.1%	-10	-6%	12%	0%	4%
CCCCCN(C(=O)CCC(=O)OCC(=O)N(C)C1CCCCC1)c1c(N)n(CCCC)c(=O)[nH]c1=O	-5%	4	2%	1.2%	-4	-4%	7%	-1%	-7%
Cc1ccc(NC(=O)CSCC(=O)NC2=NCCS2)cc1	-7%	6	0%	2.7%	2	-4%	-5%	0%	-23%
COC(=O)c1ccc2c(=O)n3c(nc2c1)SCC(c1ccccc1)=N3	-25%	-8	-2%	1.6%	-5	-4%	4%	3%	0%
CC(=O)c1c(C)[nH]c(C(=O)CN2CCN(S(=O)(=O)c3ccccc3F)CC2)c1C	-9%	2	3%	.	-2	-3%	2%	0%	-7%
CCCCc1nnc(NC(=O)c2oc3ccc(OC)cc3c2C)s1	-2%	-1	3%	-0.9%	-4	1%	29%	0%	-12%
O=C(Nc1ccc(Br)cc1F)c1ncoc1-c1ccco1	-24%	-2	-2%	5.6%	1	-2%	4%[57.1 µM]	2%	0%
O=C(Cn1cc(S(=O)(=O)N2CCCC2)c(S(=O)(=O)N2CCCC2)c1)NCc1ccco1	-21%	-22	-10%	12%	-11	1%	1%	2%	-6%
O=C(CCC(=O)N1CCN(c2ccc(F)cc2)CC1)c1ccc(F)cc1	-1%	5	5%	0.7%	-14	0%	-2%	3%	-5%
CCN(Cc1ccccc1)C(=O)c1ccc2c(=O)n3c(nc2c1)CCC3	-2%	2	0%	3.8%	-3	-4%	50%[activator]	-4%	0%
CC(C)CN(CC(C)C)S(=O)(=O)N1CCC(C(=O)NCCc2ccc(Cl)cc2)CC1	-4%	-2	0%	1.0%	-10	-2%	4%[57.1 µM]	0%	-3%
CCOC(=O)c1sc2nc(C)nc(Nc3ccc(OC)c(OC)c3)c2c1C	-14%	-7	3%	12%	-2	-1%	4%	2%	-2%
CC1Oc2cc3oc4c(O)c5c(cc4c(=O)c3c(O)c2C1(C)C)C=CC(C)(C)O5 (configuration not stated)	-26%	-2	6%	.	4	7%	1%	1%	-6%
O=S1(=O)CC(N2CC=CC2)CN1Cc1ccc(F)cc1 (configuration not stated)	.	0	.	.	-1	-5%	.	0%	.
COc1ccc(/C=N/NC(N)=S)cc1OC(=O)c1ccccc1	-23%	5	?	0.9%	-12	2%	-5%	?	-14%
Cc1cc(Oc2ccc(Cl)cc2)nc(-c2ccccn2)n1	2%	-5	-4%	5.1%	-7	-8%	6%	1%	?
CC(C)(C)NC(=O)C(=O)NNC(=O)c1cccc(F)c1	-9%	9	2%	0.6%	-3	1%	9%[57.1 µM]	0%	7%
Cc1ccc(-c2nc(=S)c3c(n2Cc2ccco2)CCCC3)cc1	-29%	-10	-3%	5.2%	-4	2%	4%	1%	3%
COc1ccc(-c2csc(NC(=S)NC(=O)c3ccccc3)n2)cc1Br	5%	-3	-7%	0.0%	-6	-3%	2%[57.1 µM]	-1%	3%
CCN(C(=O)COc1cc(OC)ccc1C(C)=O)C1CCS(=O)(=O)C1 (configuration not stated)	-18%	-4	10%	0.3%	0	-3%	1%	5%	-10%
CCCC(=O)c1ccc(N2CCN(S(=O)(=O)c3ccc(C)cc3)CC2)c(F)c1	-10%	-2	6%	-0.2%	-6	-2%	8%[57.1 µM]	0%	-4%
Cc1cc(=O)oc2cc(OC(C)C(=O)NCCCn3ccnc3)ccc12 (configuration not stated)	0%	6	0%	2.5%	-7&-1	-5%	13%	4%	5%
C/C(=N\NC(=O)c1cccc(S(=O)(=O)N2CCCC2)c1)c1cccs1	2%	3	2%	0.8%	-3	6%	-13%	1%	4%
COc1ccc(CN(C)Cc2nc3scc(-c4ccccc4)c3c(=O)[nH]2)cc1OC	-20%	1	1%	-0.9%	-4	2%	11%[57.1 µM]	-1%	-1%
COc1ccc(CCNC(=O)CSc2nc(-c3ccco3)cc(C(F)(F)F)n2)cc1OC	-3%	1	-4%	0.8%	-1	-1%	-1%	-3%	-8%
Cc1cccc2c1ncc1c(=O)n(-c3ccccc3)[nH]c12	-20%	-1	0%	1.6%	-14	2%	-14%	0%	-1%
Cn1nccc1NC(=O)Nc1cccc(Cl)c1Cl	-2%	-9	3%	3.1%	3	-4%	15%[11.4 µM]	-4%	1%
CC[C@@]1(C(=O)OC)N[C@H](CN(C)C(=O)C2CCCCC2)[C@@H]2C(=O)N(C)C(=O)[C@@H]21	-25%	-3	2%[38.3 µM]	.	1	-3%	4%	3%	2%
CCOc1ccc(N2C(=O)CC(Sc3nccc(C)n3)C2=O)cc1 (configuration not stated)	-28%	-5	3%	2.8%	-4	-5%	7%	-11%	-6%
CCc1nc2ccc(C(=O)N3CCCCC3)cn2c1N(CCC(C)C)CCN(C)C	.	-1	.	.	-5	-3%	.	-4%	.
COc1ccc(/C=C/c2nc(C#N)c(N3CCN(c4ccccc4)CC3)o2)cc1OC	-15%	-5	3%	12%	-4	-3%	32%[activator]	6%	9%
Nc1nc(SCc2ccc3c(c2)OCCO3)n[nH]1	-17%	5	5%	0.1%	-8	0%	-2%	-1%	-5%
COc1ccc(C)cc1N(C(=O)Cn1nnc(-c2ccc(C)o2)n1)C(C(=O)NC1CCCC1)c1ccncc1 (configuration not stated)	-11%	2	-2%	2.3%	-4	-4%	4%[57.1 µM]	-6%	3%
O=C(NCCCn1ccnc1)c1ccc(Cl)c(Cl)c1	-1%	10	1%	3.1%	-3	-5%	-10%	0%	8%
CC(SCCc1ccccn1)C(=O)O (configuration not stated)	0%	-2	10%	0.1%	-8	-3%	-1%	-2%	2%
Cc1ccc(C(=O)Nc2nncs2)cc1S(=O)(=O)N1CCOCC1	-19%	1	2%	2.5%	-1	2%	9%[57.1 µM]	-1%	5%
CCOc1ccc(CCNC(=O)CCSCc2cccc(Cl)c2)cc1OCC	-20%	-7	5%	2.4%	-1	-2%	7%[57.1 µM]	-1%	-6%
CCn1cc(CN2CCCC(C(=O)c3ccc(-c4ccccc4)c(F)c3)C2)cn1 (configuration not stated)	-16%	6	4%	0.6%	1	0%	-2%	0%	-27%
CCOC(=O)C1=C[C@@H](C2CCCC2)N(S(=O)(=O)c2ccc([N+](=O)[O-])cc2)[C@H]1c1ccccc1	.	2	.	.	-9	-4%	.	-1%	.
Cc1ccccc1-n1nnnc1SCC(=O)NNC(=O)c1ccc(NC(=O)CC#N)cc1	-1%	-2	-9%	-2.5%	-8	-4%	-2%	0%	4%
CCN(C(=O)c1nn(-c2ccc(OC)c(Cl)c2)c(=O)c2c1c1ccccc1n2C)c1cccc(C(F)(F)F)c1	0%	1	0%	4.8%	-6	-3%	2%	1%	4%
CCOC(=O)c1c(C)[nH]c(C(=O)COC(=O)CNC(=O)C2CCCCC2)c1C	-3%	6	-1%	8.2%	-7	-2%	1%	1%	6%
CN(C)CCNC(=O)C(=O)NCC(c1cccnc1)N1CCN(c2ccccc2)CC1 (configuration not stated)	4%	-4	8%	-0.5%	1	-3%	-2%	-1%	5%
O=C(O)CCC(=O)Nc1ccccc1C(=O)Nc1ccccc1	-7%	6	-1%	-0.7%	0	0%	9%	3%	-3%

3 entries from above, ordered by the value under Vif-APOBEC3G blk, largest number first.
mol | Vif-APOBEC3G blk
CCOC(=O)c1c(C)[nH]c(C(=O)COC(=O)CNC(=O)C2CCCCC2)c1C | 1%
Cc1ccccc1-n1nnnc1SCC(=O)NNC(=O)c1ccc(NC(=O)CC#N)cc1 | 0%
CCOc1ccc(CCNC(=O)CCSCc2cccc(Cl)c2)cc1OCC | -1%

Another view of 3 compounds above:
| SMILES | USP1-UAF1 inh | PI4K2A inh | mIDH1 inhibitor | RXFP1 ag | LDHA inh | Glioma ERSR ind | TrxR1 substrate | Vif-APOBEC3G blk | Vif-APOBEC3F blk |
| --- | --- | --- | --- | --- | --- | --- | --- | --- | --- |
| CCOC(=O)c1sc2nc(C)nc(Nc3ccc(OC)c(OC)c3)c2c1C | -14% | -7 | 3% | 12% | -2 | -1% | 4% | 2% | -2% |
| O=C(CCC(=O)N1CCN(c2ccc(F)cc2)CC1)c1ccc(F)cc1 | -1% | 5 | 5% | 0.7% | -14 | 0% | -2% | 3% | -5% |
| CCN(C(=O)COc1cc(OC)ccc1C(C)=O)C1CCS(=O)(=O)C1 (configuration not stated) | -18% | -4 | 10% | 0.3% | 0 | -3% | 1% | 5% | -10% |
